High-throughput results as filed in PubChem.
Tau fibril FP = inhibitors of human tau fibril formation | Potency, µM (doses to about 57.7 µM), for the others: top-dose activity, negative = inhibition, actives largely listed as inhibitors | K18 P301L tau heparin fibrillization, Alexa594 FP, 6 h | actives 0.39% (n = 280,000) | AID 1468 | P10636; also: potency is read from the fitted curve at half-maximal effect; % is scaled to controls: 0 for no effect and ±100 for the full control effect; nearly all actives have a fitted effect of over 55% in size
Target sequence (P10636 561-689 P618L limits assumed): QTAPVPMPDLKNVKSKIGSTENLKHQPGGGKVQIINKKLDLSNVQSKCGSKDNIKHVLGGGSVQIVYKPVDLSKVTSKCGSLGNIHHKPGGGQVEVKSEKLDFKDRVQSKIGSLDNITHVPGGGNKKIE
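Human K18 P301L fragment (15 uM unlabeled plus 0.24 uM Alexa 594-labeled) in 100 mM sodium acetate pH 7 with compound, aggregation induced by 20 uM heparin for 6 hr at 37 C. ThT (30 uM) added for 1 hr, then Alexa 594 FP read.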
TR SRC2 fluor cs = Texas Red fluorescence interference in TRb-SRC2 counter-screen; actives 0.29% (n = 280,000); Potency, µM (series often up to 106 µM), without a hit: at the highest dose fluorescence change, negative = quenching; TRb/SRC2 Texas Red total fluorescence interference; AID 1479; active = well fitted curve in either direction with a large enough effect; inconclusive = small, poorly fitted or top-dose-only effect; also: potency is read from the fitted curve at half-maximal effect; % is scaled to controls: 0 for no effect and ±100 for the full control effect
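Flags fluorescent or light-absorbing compounds by total fluorescence, S + 2P, at 555 nm excitation and 632 nm emission. Mixture: 20 nM Texas Red SRC2 peptide, 0.6 uM human TRb LBD, 1 uM T3, 5% DMSO; compound exposure 5 h at ambient temperature.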
CBFb RUNX1 block = blocks binding between human CBF-beta and RUNX1; 230,000 tested, under 10 active; AlphaScreen CBFb-His/RUNX1-biotin binding, biochemical; AID 1477; Potency, µM (doses to about 59.8 µM), for inactives: at the highest dose activity, negative = inhibition, actives largely listed as inhibitors; also: % of control where 0% means no effect
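AlphaScreen proximity signal reports loss of binding between His-tagged CBF-beta and biotin-labelled RUNX1, each at 30 nM. Proteins are pre-associated for 20 minutes, compounds added for 15 minutes, then beads for 90 minutes, all at ambient temperature.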
Tau fluor cs = counter-screen for tau fibril formation inhibitors; tau K18 P301L Alexa594 fluorescence, heparin fibrillization; Potency, µM (highest dose often 57.7 µM), for the others: at the top dose activity change, negative = decrease; actives 0.93% (n = 280,000); also: potency is read from the fitted curve at half-maximal effect; % is scaled to controls: 0 for no effect and ±100 for the full control effect; nearly all actives have a fitted effect of over 55% in size
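Human tau K18 P301L (15 uM unlabeled, 0.24 uM Alexa 594-labeled) in 100 mM sodium acetate pH 7 with 20 uM heparin, 6 hr at 37 C. ThT 30 uM added, 1 hr ambient; Alexa 594 FP and total fluorescence read at 555/632 nm.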
aGal spleen mod = alpha-galactosidase A (human) modulation; P06280; human spleen homogenate, 4MU-alpha-Gal fluorescence, 40 min; Potency, µM (doses to about 80 µM), inactives show at the highest dose activity change, negative = inhibition, usual class: inhibitors; actives 0.008% (n = 240,000); AID 2107;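 also: potency is read from the fitted curve at half-maximal effect; 0% = enzyme with vehicle and -100% = no enzyme basal signal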
Target sequence (P06280 32-429 limits assumed): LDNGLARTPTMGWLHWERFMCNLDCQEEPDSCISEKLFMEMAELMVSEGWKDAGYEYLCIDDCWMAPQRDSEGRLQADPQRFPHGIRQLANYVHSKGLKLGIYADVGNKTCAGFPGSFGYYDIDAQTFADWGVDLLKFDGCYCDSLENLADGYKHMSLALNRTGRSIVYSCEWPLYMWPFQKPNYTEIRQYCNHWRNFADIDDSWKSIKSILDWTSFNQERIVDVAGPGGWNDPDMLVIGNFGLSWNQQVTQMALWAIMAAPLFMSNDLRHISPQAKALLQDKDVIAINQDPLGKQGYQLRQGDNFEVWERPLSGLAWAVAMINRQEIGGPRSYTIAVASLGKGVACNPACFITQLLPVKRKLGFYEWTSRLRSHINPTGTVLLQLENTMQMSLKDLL
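Fluorogenic readout (Ex 365/Em 440 nm) of 4-methylumbelliferone released from 1 mM 4-MU-alpha-galactoside by spleen homogenate, 40 min at 37C, pH 5.0. Data normalized to no-enzyme and enzyme controls; Hill-equation AC50 from compound titrations.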
TRb-SRC2 inh = TRbeta-SRC2 interaction inhibition. Potency, µM (titrated, usually from 106 µM), for inactives: at the top dose activity change, negative = inhibition, usual class: inhibitors. TRbeta-SRC2 peptide binding, fluorescence polarization; receptor liganded with 1 µM T3. actives 0.065% (n = 280,000). AID 1469. P10828;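 also: potency is read from the fitted curve at half-maximal effect; plate controls were bound peptide for no effect and peptide without receptor for full effect; nearly all actives have a fitted effect of over 50% in size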
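Polarization signal, normalized between peptide-alone and full complex controls, measured compound effects on T3-liganded human TRb LBD (0.6 uM) binding 20 nM Texas Red SRC2 peptide after 5 hr.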
Epigenetic derep = derepresses silenced GFP reporter in murine cells; murine LDR cells, GFP reporter derepression, 30 h; Potency, µM (top dose mostly 53.9 µM), for the others: at the highest dose GFP activation, actives largely listed as activators; actives 0.2% (n = 280,000); AID 1865; also: potency is read from the fitted curve at half-maximal effect; % of control where 0% means no effect; nearly all actives have a fitted effect of over 60% in size
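Reporter derepression read as number of fluorescent GFP-positive objects, 20-120 um in size, counted by laser-scanning cytometer. Mouse LDR line with an epigenetically silenced CMV-GFP locus; compound incubation 30 h, 37 C.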
NPSR antagonist = blocks cAMP signaling of the human neuropeptide S receptor; Q6W5P4; CHO-NPSR cells, cAMP TR-FRET, antagonist mode; Potency, µM (top dose mostly 38.3 µM), without a hit: top-dose activity change, negative = inhibition, hits mostly inhibitors; actives 1% (n = 220,000); AID 1461; also: potency is read from the fitted curve at half-maximal effect; % is scaled to controls: 0 for no effect and ±100 for the full control effect; nearly all actives have a fitted effect of over 50% in size; many of its hits are not listed in these tables
Target sequence (Q6W5P4 whole entry, looked up): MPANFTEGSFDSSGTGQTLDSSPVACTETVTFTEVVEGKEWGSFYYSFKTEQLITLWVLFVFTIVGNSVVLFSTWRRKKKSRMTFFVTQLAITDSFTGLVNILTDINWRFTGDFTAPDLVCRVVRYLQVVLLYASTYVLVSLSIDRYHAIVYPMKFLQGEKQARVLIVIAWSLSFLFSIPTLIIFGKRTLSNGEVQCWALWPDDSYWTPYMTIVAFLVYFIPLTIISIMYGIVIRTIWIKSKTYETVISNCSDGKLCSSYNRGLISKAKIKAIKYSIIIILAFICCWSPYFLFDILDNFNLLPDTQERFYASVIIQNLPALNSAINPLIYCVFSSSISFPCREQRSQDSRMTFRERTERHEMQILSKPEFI
Numbers without * were called inactive; u = inconclusive; x = no result given; & = joins results of further samples; [ ] = remark or other dose. Unless noted, calls follow the shape of the dose curve; as a rule, active = well fitted curve in the direction sought with a large enough effect; inconclusive = small, poorly fitted or top-dose-only effect, or another doubt; inactive = no such curve, though single readings can be large; an effect the other way counts as inactive or inconclusive.

item | smiles | TRb-SRC2 inh | Epigenetic derep | CBFb RUNX1 block | Tau fluor cs
1 | CS(=O)(=O)N1CCCC(C(=O)N2CCc3ccccc3C2)C1 (stereo unspecified) | 2.6% | 0.9% | -0.9% | -1.5%
2 | O=C(Nc1ncc2c(n1)-c1ccccc1CC2)c1ccc(F)cc1 | -1.4% | 0.0% | -0.7% | -3.2%
3 | CCOc1ccc(NC(=O)CN2CC(c3ccccc3)CC2=O)cc1 (stereo unspecified) | 7.6% | -0.8% | 8.3% | -4.9%
4 | CCOC(=O)OCC1OC(c2ccccc2)C=CC1Oc1cccc(N(C)C)c1 (stereo unspecified) | -3.2%[11.2 µM] | 1.1%[10.1 µM] | 4.0%[13.1 µM] | -27.2%[11.6 µM]
5 | COc1ccccc1C(=O)Nc1nnc(SCC(=O)Nc2ccc3c(c2)oc2ccccc23)s1 | 19.0% | 0.0% | -20.4% | -20.0%
6 | CCN1CC2([N+](=O)[O-])CC=C(OC)C([N+](=O)[O-])(C1)C2 (stereo unspecified) | -12.8% | 0.0% | -23.6% | 7.9%
7 | Cc1cccc(N2CCN(S(=O)(=O)c3csc(C(N)=O)c3)CC2)c1C | -9.0% | -2.6% | x | u
8 | O=C(Cn1nnc2ccccc2c1=O)NCCc1ccccc1 | -1.1% | 0.0% | -1.2% | -1.0%
9 | CCN(CC)CCCNc1nc2cc(OC)c(OC)cc2c2nc(-c3cccnc3)nn12 | -6.9% | 1.0% | 0.1% | -9.5%
10 | CC(C)Oc1cccc(C(=O)NC(=S)Nc2cccc(NC(=O)c3ccccc3Cl)c2)c1 | 4.5% | 0.0% | 2.2% | -26.1%
11 | O=C(O)CC(NC(=O)c1ccccc1NC(=O)c1ccccc1)C(=O)O (stereo unspecified) | -6.7% | 0.0% | 9.7% | -0.7%
12 | CCn1c(CNC(=O)C(C)(C)C)nc2ccccc21 | 1.2% | 1.5% | -3.1% | -2.0%

item | NPSR antagonist | TR SRC2 fluor cs | Tau fibril FP | aGal spleen mod
1 | -2.7%[46.1 µM] | -3.3% | -2.2% | -0.6%
2 | -17.8%[46.1 µM] | -0.8% | 0.2% | -0.6%
3 | -9.5%[46.1 µM] | -0.2% | 4.6% | 0.3%
4 | x | -1.8%[11.2 µM] | 4.0%[11.6 µM] | 4.4%[17.5 µM]
5 | -13.6% | -15.6% | -1.5% | 1.8%
6 | 9.0% | 0.8% | -1.6% | 4.2%
7 | x | -1.1% | -11.5% | x
8 | -18.1%[46.1 µM] | -5.0% | 3.6% | 3.7%
9 | -7.3%[46.1 µM] | -5.8% | 6.0% | -7.1%
10 | -34.8% | -3.0% | u | 6.7%
11 | -8.4%[46.1 µM] | -3.4% | -5.8% | -1.9%
12 | -2.2%[46.1 µM] | -1.2% | 4.0% | 3.8%

Next part:
item | smiles | TRb-SRC2 inh | Epigenetic derep | CBFb RUNX1 block | Tau fluor cs
13 | COc1ccc(C2CC(c3ccc(Br)cc3)Nc3nc(N)nn32)cc1 (stereo unspecified) | 2.9% | -0.7% | -5.9% | -9.7%
14 | C=CCNc1nc(-c2cccs2)c(CC(=O)O)s1 | 0.3% | 0.0% | 6.8% | -24.1%
15 | Cc1ccc(CSC2=Nc3ccccc3C3=NC(CCC(=O)NCCc4ccccc4)C(=O)N23)cc1 (stereo unspecified) | 4.4% | -1.3% | x | -11.7%
16 | Cc1c(CCOC(=O)c2cc([N+](=O)[O-])cc([N+](=O)[O-])c2)sc[n+]1CC(=O)c1ccc(Br)cc1 | -3.2% | -0.3% | u | u
17 | Cc1ccc(N2C(=O)N(CC(=O)NCc3ccccc3Cl)C(=O)C2C)cc1 (stereo unspecified) | -1.0% | -0.4% | -2.9% | -4.8%
18 | O=C(O)/C=C\C(=O)Nc1ccc(N2CCN(c3ccc(Cl)cc3)CC2)cc1 | u | 2.0% | -13.4% | u
19 | CC1=C(C(=O)NCCc2ccc(Cl)cc2)C2(CCCCC2)OC1=O | 7.1% | -1.2% | x | -1.4%
20 | Cc1ccc2c(COC(=O)CC3Sc4ccccc4NC3=O)cc(=O)oc2c1C (stereo unspecified) | 0.9% | 3.3% | -6.9% | -1.0%
21 | CCN1C(=O)CS/C1=N\S(=O)(=O)c1ccc(C)cc1 | -4.7% | -1.5% | 0.7% | -8.4%
22 | COc1cc(OC)c2c(-c3ccccc3)cc(=O)oc2c1C(CC(=O)N1CCOCC1)c1ccc2c(c1)OCO2 (stereo unspecified) | -6.5%&6.4% | 14.1% | -15.8%&-6.1% | 2.5%
23 | CN1C(=O)C(O)(CC(=O)c2ccc(F)cc2)c2cc(Br)ccc21 (stereo unspecified) | -7.5% | 1.5% | 17.2% | 8.5%
24 | CCOC(=O)c1c(C)oc(NC(=O)COc2ccc(Cl)cc2C)c1C#N | 2.9% | -0.3% | 4.0% | -19.6%

item | NPSR antagonist | TR SRC2 fluor cs | Tau fibril FP | aGal spleen mod
13 | -13.2%[46.1 µM] | -2.5% | 4.9% | -5.6%
14 | 1.5% | -0.5% | -13.7% | 4.9%
15 | x | 3.6% | 1.0% | x
16 | u | -0.7% | 4.5% | -0.4%
17 | -10.6% | -2.0% | -3.9% | -1.7%
18 | 48.7% | 24.6% | u | -2.3%
19 | x | 10.0% | -0.5% | x
20 | 11.6% | 0.0% | -4.9% | -9.2%
21 | 18.4% | -2.6% | -9.6% | 8.5%
22 | -2.3% | 0.9%&-1.5% | 8.3% | 5.7%&-13.6%
23 | -6.3%[46.1 µM] | 1.0% | -5.3% | -5.3%
24 | -23.4%[46.1 µM] | -1.0% | 7.9% | 14.1%

More compounds follow:
item | smiles | TRb-SRC2 inh | Epigenetic derep | CBFb RUNX1 block | Tau fluor cs
25 | CCCCNC(=S)Nc1ccccc1Cc1ccccc1 | 4.2% | 3.9% | 5.5% | -18.6%
26 | Cc1ccc(C)c(N2CCN(S(=O)(=O)c3ccc(C4CCCCC4)cc3)CC2)c1 | -5.3% | 16.1% | x | -7.2%
27 | COc1ccc(-c2cc(N)n(S(=O)(=O)c3c(F)c(F)c(F)c(F)c3F)n2)cc1OC | 16.5% | u | -3.7% | -20.3%
28 | CCOC(=O)CSc1nnc([C@H](C)NC(=O)OC(C)(C)C)o1 | 8.3% | -6.3% | 6.3% | 2.7%
29 | O=C(O)CCSCc1ccccc1F | -2.6% | -1.1% | 11.6% | 5.3%
30 | CC(C)NCc1cccc([N+](=O)[O-])c1 | 10.2% | 5.4% | -9.3% | -1.1%
31 | CC1CC(C)CN(C(=O)C(C)N(C)CC(=O)Nc2ccc(Cl)cc2)C1 (stereo unspecified) | 4.5% | 1.1% | 1.4% | -10.2%
32 | Cc1cc(C(C)(C)C)cc(S(=O)(=O)Nc2ccc(C(=O)O)cc2)c1C | -7.1% | -0.9% | -7.5% | 7.0%
33 | Cc1cc([N+](=O)[O-])c2[nH]c(C(=O)N/N=C/c3ccccc3C(=O)O)c(-c3ccccc3)c2c1 | 14.9% | 4.2% | -3.0% | 1.5%
34 | Cc1sc2ncn(CC(=O)NCc3ccccn3)c(=O)c2c1S(=O)(=O)N1CCOCC1 | -2.6% | 0.8% | -1.4% | -0.7%
35 | O=C(CCCOc1ccccc1)OCn1nnc2ccccc2c1=O | -3.0% | -5.3% | 0.9% | -4.9%
36 | COc1ccc(NC(=O)N2CCOc3ccc(Cl)cc32)cc1 | 1.3% | 0.0% | x | 8.91µM*[quencher]
37 | N#C/C(=C\c1cccc([N+](=O)[O-])c1)C(=O)NCC1CCCO1 (stereo unspecified) | 1.7% | -4.4% | 1.4% | -12.4%
38 | CCCCN(C)C(=O)C(Cc1ccccc1)NS(=O)(=O)c1ccc2c(c1)CCC(=O)N2 (stereo unspecified) | -2.4% | 0.7% | 1.8% | -13.5%
39 | Cc1nc2ccccc2c(-c2ccccc2)c1CC(=O)O | 3.2% | 0.0% | 2.5% | 11.0%

item | NPSR antagonist | TR SRC2 fluor cs | Tau fibril FP | aGal spleen mod
25 | -40.9% | -2.5% | -2.2% | 2.3%
26 | x | -1.1% | -1.1% | x
27 | u | -7.4% | -7.9% | 2.9%
28 | -8.0%[46.1 µM] | 1.8% | 6.6% | -5.8%
29 | -13.5%[46.1 µM] | 0.4% | 6.9% | -4.3%
30 | 19.2% | -1.0% | 6.7% | 8.1%
31 | -5.4% | -0.4% | 4.8% | -3.4%
32 | 3.2% | -0.2% | 9.7% | -8.1%
33 | -20.6%[46.1 µM] | -3.4% | 2.5% | -9.6%
34 | 5.6%[46.1 µM] | -4.0% | 4.0% | 2.4%
35 | 6.5% | -2.0% | 9.4% | 0.8%
36 | x | u | 13.6% | x
37 | -2.4% | -0.5% | 1.6% | 1.5%
38 | -12.0%[46.1 µM] | -0.4% | 3.4% | 6.7%
39 | 9.2% | 0.5% | 3.3% | -5.6%

Excerpt, entries 25 to 30
item | smiles | TRb-SRC2 inh | Epigenetic derep | CBFb RUNX1 block | Tau fluor cs
25 | CCCCNC(=S)Nc1ccccc1Cc1ccccc1 | 4.2% | 3.9% | 5.5% | -18.6%
26 | Cc1ccc(C)c(N2CCN(S(=O)(=O)c3ccc(C4CCCCC4)cc3)CC2)c1 | -5.3% | 16.1% | x | -7.2%
27 | COc1ccc(-c2cc(N)n(S(=O)(=O)c3c(F)c(F)c(F)c(F)c3F)n2)cc1OC | 16.5% | u | -3.7% | -20.3%
28 | CCOC(=O)CSc1nnc([C@H](C)NC(=O)OC(C)(C)C)o1 | 8.3% | -6.3% | 6.3% | 2.7%
29 | O=C(O)CCSCc1ccccc1F | -2.6% | -1.1% | 11.6% | 5.3%
30 | CC(C)NCc1cccc([N+](=O)[O-])c1 | 10.2% | 5.4% | -9.3% | -1.1%

item | NPSR antagonist | TR SRC2 fluor cs | Tau fibril FP | aGal spleen mod
25 | -40.9% | -2.5% | -2.2% | 2.3%
26 | x | -1.1% | -1.1% | x
27 | u | -7.4% | -7.9% | 2.9%
28 | -8.0%[46.1 µM] | 1.8% | 6.6% | -5.8%
29 | -13.5%[46.1 µM] | 0.4% | 6.9% | -4.3%
30 | 19.2% | -1.0% | 6.7% | 8.1%

Only part of the results is shown; the hit share may differ from the screen's.
